Myeloid diff 2: compounds promoting myeloid differentiation; ER-HoxA9 myeloid progenitors, lysozyme-GFP differentiation, flow cytometry; calls only at 10 µM; hit rate 1% among 360,000; AID 624256;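 active = normalized GFP-positive differentiation at or above the plate's own cutoff, the solvent-only control mean plus 3 SD; inconclusive = no clear call, values can overlap the other calls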;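 note: cells exposed to compound for four days before flow analysis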
Myeloid diff 2 GFP+ MAC1+ %: further read-out of Myeloid diff 2, marked with its call; GFP+ MAC1+ double positive, %; measured here: differentiation confirmed by MAC1 staining
* = called active by the depositor; i = inactive; ? = inconclusive; . = no result given; + = active, no number. A portion of the library; count on the stated rates, not on these rows.

Results follow in this order: Myeloid diff 2	Myeloid diff 2 GFP+ MAC1+ %
Cc1ccc(Cn2cc(CN(C)C3CN(Cc4cn(Cc5ccc(C)cc5)nn4)S(=O)(=O)C3)nn2)cc1 (stereo not drawn)
 : i	1.2
CCCCNC(=O)C(NC(=O)c1cccnc1)C(=O)c1ccccc1 (stereo not drawn)
 : i	0.8
Cc1ccc(F)cc1C(=O)N1CCCCC1c1cc(C(=O)NCc2ccccc2)no1 (stereo not drawn)
 : i	1.4
O=C(NC1CCCC1)C(C1CC1)n1c(-c2ccncc2)nc2ccccc21 (stereo not drawn)
 : i	3.0
COc1ccccc1CNC(=O)COc1cc(O)c2c(c1)OC(C)(C)CC2=O
 : i	1.8
O=C(NCc1ccccc1)C(c1ccccc1)n1c(=O)c(-c2cc3ccccc3[nH]2)nc2ccccc21 (stereo not drawn)
 : i	1.7
O=C(NCc1ccc(F)cc1)c1[nH]c(C(F)(F)F)nc1-c1ccccc1
 : i	3.3
CCC(CC)C(=O)N(C)c1c(C)nc2c(OCc3cc(Cl)cc(Cl)c3)cccn12
 : i	2.6
CCc1nc2ccc(C(=O)Nc3cc(-c4ccccc4)ccc3OC)cn2c1N(CC)CC(=O)N(C)C
 : i	1.7
COc1ccc(C(C)(NC(C)=O)c2nc(-c3cccc(C(F)(F)F)c3)cs2)cc1 (stereo not drawn)
 : i	1.6
CCCCn1nnnc1C1(C)CCC(=O)N1c1ccc(N2CCOCC2)cc1 (stereo not drawn)
 : i	1.0
CC1(C(=O)NCc2ccc(Cl)cc2)CCN1C(=O)Cc1ccc(Cl)cc1Cl (stereo not drawn)
 : i	0.9
COC(=O)C1=CN(c2ccc3c(c2)OCO3)C(N)=C(C#N)C1c1cccc(F)c1 (stereo not drawn)
 : ?	.
Cc1ccc2ccccc2c1C(O)c1ncc(-c2ccc(Cl)cc2)[nH]1 (stereo not drawn)
 : i	1.6
CCCNC(=O)C1(C)CCCN(C(=O)c2ccccc2OC(F)(F)F)C1 (stereo not drawn)
 : i	1.1
CC(C)Oc1ccc(F)cc1-c1cc(C(=O)Nc2ccc(C(C)(C)C)cc2)[nH]n1
 : i	6.5
CCCCNC(=O)C1(C)CCN1C(=O)c1ccc(C)c(F)c1 (stereo not drawn)
 : i	0.5
Cc1cc2nc(NC(=O)C3(C)CCN3C(=O)C(C)C)[nH]c2cc1C (stereo not drawn)
 : i	1.1
CN1OC[C@@H]2CN(Cc3ccc(Cl)cc3)[C@H](c3ccc(-n4ccnc4)cc3)C[C@@H]21
 : i	0.8
O=C(Nc1cccc(C(F)(F)F)c1)c1ccc2sc([C@@H]3O[C@H](CO)[C@H](O)[C@H](O)[C@H]3O)nc2c1
 : i	0.6
COc1ccc(C(C(=O)Nc2c(C)cccc2C)N2CCN(c3ccc(C)cc3)CC2)cc1 (stereo not drawn)
 : i	2.0
CC(c1ccccc1C(=O)O)c1cc(F)cc2ccccc12 (stereo not drawn)
 : i	0.1
COC(=O)c1ccc2nc(-c3ccccc3)c(Cc3cccc(F)c3)n2c1
 : i	0.8
COc1cccc(OC)c1OCCN1CCC(C(=O)NC(c2ccc3c(c2)OCO3)c2ccccn2)CC1 (stereo not drawn)
 : i	0.8
COC(=O)C1(C(=O)OC)C/C=C\CN(S(=O)(=O)c2ccccc2[N+](=O)[O-])CCC1
 : i	1.4
Cc1cc(F)cc(-c2cc(C(=O)NCc3cccc(Cl)c3)[nH]n2)c1
 : i	0.5
CCOC(=O)C1=CCN(S(=O)(=O)c2ccccc2)C1c1ccc(Cl)cc1 (stereo not drawn)
 : i	0.6
COc1ccc(OCCNC(=O)C2(C)CCN2Cc2ccc(SC)cc2)cc1 (stereo not drawn)
 : i	1.3
O=C(NCc1ccc(F)cc1)c1cc(C2CCCCN2S(=O)(=O)c2ccccc2)on1 (stereo not drawn)
 : i	1.1
CCOC1=C2[C@@H](CN(S(=O)(=O)c3ccc(C)cc3)[C@H]2c2ccc(Cl)cc2)[C@H]2C(=O)N(c3ccccc3)C(=O)[C@H]2C1
 : i	0.6

Already shown: four of the compounds above.
Results follow in this order: Myeloid diff 2	Myeloid diff 2 GFP+ MAC1+ %
Cc1ccc(Cn2cc(CN(C)C3CN(Cc4cn(Cc5ccc(C)cc5)nn4)S(=O)(=O)C3)nn2)cc1 (stereo not drawn)
 : i	1.2
CCCCNC(=O)C(NC(=O)c1cccnc1)C(=O)c1ccccc1 (stereo not drawn)
 : i	0.8
Cc1ccc(F)cc1C(=O)N1CCCCC1c1cc(C(=O)NCc2ccccc2)no1 (stereo not drawn)
 : i	1.4
O=C(NC1CCCC1)C(C1CC1)n1c(-c2ccncc2)nc2ccccc21 (stereo not drawn)
 : i	3.0

(list continues)
Results follow in this order: Myeloid diff 2	Myeloid diff 2 GFP+ MAC1+ %
COc1ccc(C(C)C)cc1-c1ccc2nncn2c1
 : i	0.4
COc1cc(C(O)c2nc(-c3ccc(C)c(C)c3)cs2)ccc1F (stereo not drawn)
 : i	0.9
CC(C)C[C@H]1CN(CCCC[C@@H]2CNC(=O)C(=O)N2CCc2ccccc2)C(=O)C(=O)N1CCC1CCCCC1
 : i	0.6
Cn1ccc2c(N(Cc3ccccc3)Cc3ccccc3)cc3c(c21)C1CCC3O1 (stereo not drawn)
 : i	0.6
COc1ccc(CN2CCC2(C)C(=O)NCCNC(C)=O)c2ccccc12 (stereo not drawn)
 : i	1.1
Cc1ccc(S(=O)(=O)N2CCC(=O)N([C@H](COCc3ccc(C(F)(F)F)cc3)C(C)C)CC2)cc1
 : i	0.4
O=C(NCCc1ccccc1)c1cccc2c(-c3ccc(F)c(F)c3)coc12
 : i	1.9
CC(=O)Nc1cc(-c2ccc(S(C)(=O)=O)cc2)cn2c(-c3ccc(F)c(Cl)c3)cnc12
 : i	1.4
O=C1NC(=S)SC1=Cc1ccccc1C(=O)O
 : i	0.3
Cc1ccc(-c2csc(C(O)c3cccc(Cl)c3)n2)cc1C (stereo not drawn)
 : i	0.8
CC1(Oc2cnc(Cl)c3ccccc23)CCN(Cc2ccc(OC(F)(F)F)cc2)C1 (stereo not drawn)
 : i	1.7
CN(C)CCNc1ncnc2c1ncn2[C@H]1CN(Cc2cccs2)C[C@@H](CO)O1
 : i	0.6
CCc1nc2ccc(C(=O)NCCCn3ccnc3)cn2c1N(C)C(=O)c1cccc(OC)c1
 : i	0.8
CC(=O)Nc1cccc(-c2ccnc3c2CC(C(=O)NCc2ccc(F)c(F)c2)O3)c1 (stereo not drawn)
 : i	1.5
CC(=O)C1CCC2C3C=CC4=CC(=O)CCC4(C)C3CCC12C (stereo not drawn)
 : i	2.4
COc1cc(NC(=O)Nc2nc(C(N)CCc3ccccc3)cs2)cc(OC)c1OC (stereo not drawn)
 : i	0.4
Cc1cnc(CNC(=O)c2ccc3nc([C@@H]4O[C@H](CO)[C@H](O)[C@H](O)[C@H]4O)[nH]c3c2)cn1
 : i	1.3
Clc1cccc(-c2nc3ccc(Br)cn3c2Cc2ccsc2)c1
 : i	0.5
Cc1ccccc1-c1cc2nc(NCc3cccnc3)n(C)c(=O)c2s1
 : i	0.3
Cn1c(NCc2ccncc2)nc2cc(-c3ccsc3)sc2c1=O
 : ?	.
Cc1ccc2ccccc2c1C(O)c1ncc(-c2cccc(F)c2)[nH]1 (stereo not drawn)
 : i	0.7
COC(=O)[C@@]12C[C@@H](CC(=O)NCc3ccccc3)C(=O)N(Cc3ccco3)C1=CCC(C)(C)C2
 : i	2.4
Cn1c(=O)c2cc(NC(=O)NCc3ccccc3)ccc2n1Cc1cccc(C(F)(F)F)c1
 : i	2.6
CC1(C(=O)NCc2ccc3c(c2)OCO3)CCN1CCc1ccccc1 (stereo not drawn)
 : i	0.9
CC1=C(C(=O)N2CCCCCC2)CC(CC(=O)NCCN2CCOCC2)C(=O)N1Cc1ccc(F)cc1 (stereo not drawn)
 : i	2.2
O=C(c1[nH]c(C(F)(F)F)nc1-c1ccccc1)N1CCC(C(O)(c2ccccc2)c2ccccc2)CC1
 : i	1.4
Cc1cc2nc(-c3ccc(Cl)cc3)c(Cc3cccc(Cl)c3)n2c(C)c1Br
 : i	1.6
COc1ccc(Br)c(Cn2c(C)c(C(=O)NCc3ccc(F)cc3)sc2=O)c1
 : i	3.2
COC(=O)C1=CN(c2ccc(N3CCOCC3)cc2)C(N)=C(C#N)C1c1cccc(F)c1 (stereo not drawn)
 : i	1.3
CCOc1ccc(-c2noc(-c3csc([C@@H]4C[C@H](O)[C@@H](CO)O4)n3)n2)cc1
 : i	1.0
CCc1nc2ccc(C(=O)N(C)CCN(C)C)cn2c1N(C)Cc1cc2ccccc2s1
 : i	1.5
COc1cccc(CN2CCC(C(=O)NC(c3ccc4c(c3)OCO4)c3ccccn3)CC2)c1 (stereo not drawn)
 : i	0.9
CC1(Cc2ccc(Cl)cc2)C(=O)Nc2c(Cl)cccc21 (stereo not drawn)
 : i	0.6
C(=NNc1ccc2ccccc2n1)c1ccccn1
 : ?	.
CCOc1ccc(CCN2C(=O)C(=O)N([C@@H](Cc3ccc(O)cc3)CN3CCC[C@H]3CN3C(=O)C(=O)NC[C@@H]3Cc3ccc(O)cc3)C[C@@H]2Cc2ccc(O)cc2)cc1
 : i	1.7
O=S(=O)(c1ccccc1)n1cc(-c2cccc3nccn23)c2ccccc21
 : i	1.0
CC(C)(C)NC(=O)C(CCc1ccccc1)n1c(=O)c(-c2ccccc2)nc2ccccc21 (stereo not drawn)
 : i	3.2
CCOC(=O)[C@]12CCCC=C1N(CCC1=CCCCC1)C(=O)[C@H](CC(=O)NCCC(C)C)C2
 : i	1.6
O=C(Nc1ccccc1Cl)c1cc(C2CCCN(C(=O)CCc3ccccc3)C2)on1 (stereo not drawn)
 : i	1.1
CCC(C(=O)NC(C)(C)C)n1c(-c2cccc(NC(C)=O)c2)nc2ccccc21 (stereo not drawn)
 : i	4.9
COc1cc(CN2C(=O)C(Cc3ccccc3)ON=C2c2ncccc2C)cc(OC)c1 (stereo not drawn)
 : i	4.7
CCCNC(=O)C1(C)CCN(CCOc2ccc(Cl)cc2)C1 (stereo not drawn)
 : i	0.8
CCOC(=O)C1=C[C@@H](C(C)(C)C)N(S(=O)(=O)c2ccccc2C)[C@H]1c1ccc(Cl)cc1
 : i	1.2
O=C1NC[C@H](CCCCN2C[C@H](Cc3ccccc3)N(CCc3ccccc3)C(=O)C2=O)N(CCc2ccc(O)cc2)C1=O
 : i	0.5
Cc1ccn2c(NC3CCCCC3)c(-c3ccc(SC4CCCCC4)cc3)nc2c1
 : +	10*
Nc1ncnc2c1ncn2[C@@H]1O[C@H](C(=O)N[C@@H](CO)c2ccccc2)[C@@H](O)[C@H]1O
 : i	2.0
COC(=O)c1ccc2nc(-c3cccc(Br)c3)c(CC3CCCCC3)n2c1
 : i	0.5
COC(=O)C[C@@H]1C=C[C@@H](NC(=O)c2ccc3c(c2)OCO3)[C@@H](CO)O1
 : i	3.1
C=CCNc1ncnc2c1ncn2[C@H]1CN(CCOC)C[C@@H](CO)O1
 : i	0.4
COCCN1C(=O)CN(S(C)(=O)=O)CC1(C)C(=O)Nc1ccc2c(c1)OCCO2 (stereo not drawn)
 : i	2.4
COc1ccc(CN2C[C@@H](CO)O[C@@H](n3cnc4c(NCCN(C)C)ncnc43)C2)cc1
 : i	1.7
CN(Cc1cn(Cc2ccc(C(F)(F)F)cc2)nn1)C1CN(Cc2cn(Cc3ccc(C(F)(F)F)cc3)nn2)S(=O)(=O)C1 (stereo not drawn)
 : i	1.6
O=C(NCc1ccc(Cl)nc1)c1csc(COCCO)n1
 : i	0.4
CCC(=O)NC(c1cccs1)c1cc([N+](=O)[O-])c2cccnc2c1OC (stereo not drawn)
 : i	1.5
CC1(C(=O)Nc2ccc3c(c2)OCCO3)CN(S(C)(=O)=O)CC(=O)N1CCc1ccc(O)cc1 (stereo not drawn)
 : i	3.7
CC(C)c1ccc(NC(=O)Nc2nc(CN)cs2)cc1
 : i	0.9
CCN(C)C1CN(Cc2cn(CCCOC)nn2)S(=O)(=O)C1 (stereo not drawn)
 : i	1.1
O=C1c2ccccc2C(c2nnnn2Cc2ccccc2)N1CCCN1CCOCC1 (stereo not drawn)
 : i	1.2
CC1(C(=O)NS(=O)(=O)c2cccc(Cl)c2)CCN1C(=O)CC1CCCC1 (stereo not drawn)
 : i	0.6
CCc1nc2ccc(C(=O)N(C)CCCN(C)C)cn2c1N(C)C(=O)C1CCCCC1
 : i	1.8

Laid out differently: entries from further up.
structure: CC1(Cc2ccc(Cl)cc2)C(=O)Nc2c(Cl)cccc21 (stereo not drawn)
  Myeloid diff 2 = i
  Myeloid diff 2 GFP+ MAC1+ % = 0.6

structure: C(=NNc1ccc2ccccc2n1)c1ccccn1
  Myeloid diff 2 = ?
  Myeloid diff 2 GFP+ MAC1+ % = .

More records follow.
Results follow in this order: Myeloid diff 2	Myeloid diff 2 GFP+ MAC1+ %
COc1c(C)cc(C(O)c2ncc(-c3ccccc3Cl)[nH]2)cc1C (stereo not drawn)
 : i	0.8
N#Cc1nnn2c1nc(N)c1c(Cl)cccc12
 : i	1.1
C[C@@H](c1ccccc1)N1C[C@H](COCc2ccccc2)Oc2cc(N3CC[C@@H](N(C)C)C3)ccc2S1(=O)=O
 : i	0.4
Cc1ccc(-c2cccc(=O)o2)cc1
 : i	1.1
CC(=O)NC(C)(c1ccccc1)c1nc(-c2ccc(S(C)(=O)=O)cc2)cs1 (stereo not drawn)
 : i	0.5
c1ccc(Oc2ccc(-c3cc(NCCc4cccnc4)n4nccc4n3)cc2)cc1
 : i	1.2
CCOC(=O)C1CCCN(C(=O)/C=C/c2ccccc2)CC1 (stereo not drawn)
 : i	0.8
Cc1ccc(S(=O)(=O)n2c(N)nc3cc(C)c(C)cc32)cc1
 : i	0.2
COc1ccccc1Cc1c(-c2ccco2)nc2ccc(Br)cn12
 : i	0.8
COc1ccc(F)cc1-c1cc(C(=O)NCc2ccc(C(F)(F)F)cc2)[nH]n1
 : i	0.9
